# Screening data as filed in PubChem.
# EBNA-1 inhibitor – blocks EBNA-1 binding to DNA. AID 1950. inhibition, % at 14.8 µM. EBNA-1 DNA binding, fluorescence polarization. 0.34% of 300,000 active; in the data active = inhibition above about 28%
# Efflux pump mplx – blocks antifungal efflux pumps in multiplex yeast assay. 0.44% of 330,000 active. AID 485275. S. cerevisiae Candida pump triplex, Nile Red efflux. inhibition, % at 10 µM;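 active = plate passing quality check with inhibition over a set limit, or well fluorescence over plate mean plus 4 SD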;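 also: Nile Red retained in pooled yeast measured as flow cytometry median fluorescence; 0% = buffer negative control and 100% = Enniatin B positive control; higher means more Nile Red kept so more efflux inhibition; some compounds called inactive have numbers as strong as hits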
# GLD-1 RNA inh – GLD-1-TGE RNA interaction inhibition (C. elegans); inhibition, % at 5.96 µM; AID 2280; Q17339; 0.44% of 320,000 active; purified GLD-1 + fluorescein TGE RNA, fluorescence polarization;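 active = percent inhibition above a per-plate cutoff, the plate mean of test compounds plus 3 SD, cut at about 30% in these data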;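 also: 0% = DMSO wells with GLD-1 and probe and 100% = wells lacking GLD-1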
# BCLXL inh – inhibitors of human Bcl-xL; AID 2129; 0.7% of 320,000 active; inhibition, % at 10.9 µM; Q07817; GST-Bcl-xL / FITC-Bim BH3 peptide fluorescence polarization;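 active = inhibition above the mean of all tested compounds plus 3 SD, cutoff set per campaign, cut at about 30% in these data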;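 also: 0% = DMSO wells and 100% = unlabeled Bim-BH3 peptide competitor; inhibitors lower millipolarization by displacing the labeled peptide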
# Target sequence (Q07817 whole entry, looked up): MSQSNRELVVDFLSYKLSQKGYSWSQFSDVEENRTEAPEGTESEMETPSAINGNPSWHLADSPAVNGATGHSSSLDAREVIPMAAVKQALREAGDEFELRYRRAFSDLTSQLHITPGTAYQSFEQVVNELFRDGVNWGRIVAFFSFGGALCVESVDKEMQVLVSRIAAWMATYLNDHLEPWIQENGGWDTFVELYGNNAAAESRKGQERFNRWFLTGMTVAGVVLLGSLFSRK
# Yeast superoxide – yeast age-related superoxide inhibition as caloric restriction mimetic. S. cerevisiae aged cells, superoxide DHE fluorescence; hits give low values. superoxide response (% of plate mean), % at 10 µM. 0.18% of 330,000 active. AID 2690;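 active = superoxide response under a set limit, about three screen SD below normal, cut at about 65% in these data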;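 also: yeast aged for seven days with compound at 30 °C before DHE staining; 100% = average MFI of all compound-treated wells on the plate with controls excluded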
# Fam108B inh – blocks mouse Fam108B hydrolase in RBBP9 counter-screen. inhibition, % at 9.51 µM. 0.33% of 300,000 active. recombinant Fam108B, FP-Rh probe fluorescence polarization;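 active = inhibition above the screen mean inhibition plus 3 SD, computed separately per campaign, cut at about 18% in these data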;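 also: inhibitors lower polarization as less probe binds the enzyme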
# MEX-5 binding – C. elegans MEX-5 TCR-2 RNA binding activity; Q9XUB2; MEX-5/FITC-TCR2 RNA binding, fluorescence polarization; hits give low values; 0.38% of 300,000 active; activity score (negative = inhibition of binding), % at 10 µM; AID 1832;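 active = inhibition past about -25% in most replicates, and total fluorescence under double the plate's negative control median, limit read from the data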;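 also: 0% = DMSO and -100% = 5 µM competing unlabeled TCR2 RNA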
# Target sequence (Q9XUB2 whole entry, looked up): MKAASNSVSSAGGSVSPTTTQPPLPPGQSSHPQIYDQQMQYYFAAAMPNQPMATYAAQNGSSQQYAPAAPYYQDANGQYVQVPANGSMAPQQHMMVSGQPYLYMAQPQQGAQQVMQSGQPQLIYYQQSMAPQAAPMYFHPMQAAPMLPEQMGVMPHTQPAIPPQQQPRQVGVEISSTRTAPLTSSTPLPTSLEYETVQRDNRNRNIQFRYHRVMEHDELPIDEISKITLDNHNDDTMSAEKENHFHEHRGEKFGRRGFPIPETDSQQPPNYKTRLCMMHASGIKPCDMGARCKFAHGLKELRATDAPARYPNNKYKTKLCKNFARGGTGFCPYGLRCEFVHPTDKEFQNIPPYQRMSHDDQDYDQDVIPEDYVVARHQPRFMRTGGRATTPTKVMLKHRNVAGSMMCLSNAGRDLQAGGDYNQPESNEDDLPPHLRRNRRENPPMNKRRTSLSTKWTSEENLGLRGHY
# ZTA DNA inh – blocks Epstein-Barr virus ZTA, an EBNA-1 counter-screen; 0.15% of 320,000 active; AID 2234; inhibition, % at 11 µM; ZTA-DNA binding, fluorescence polarization; P03206; in the data active = inhibition above about 33%
# Target sequence (P03206 whole entry, looked up): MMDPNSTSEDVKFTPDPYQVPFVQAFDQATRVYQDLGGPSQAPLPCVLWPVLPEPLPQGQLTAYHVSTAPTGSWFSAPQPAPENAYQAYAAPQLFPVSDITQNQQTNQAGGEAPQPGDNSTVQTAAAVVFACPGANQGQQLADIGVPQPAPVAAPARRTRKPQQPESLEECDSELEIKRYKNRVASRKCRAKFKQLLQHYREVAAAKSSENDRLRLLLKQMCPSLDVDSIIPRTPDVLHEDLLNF
# MCL1 BIM primary – MCL1-BIM-BH3 interaction inhibition (human); Q07820; GST-MCL1 / FITC-Bim-BH3 fluorescence polarization; inhibition, % at 10.9 µM; 0.68% of 320,000 active; AID 2057;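 active = inhibition above the mean inhibition of all tested compounds plus 3 SD, set per campaign, cut at about 40% in these data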;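 also: 0% = DMSO wells and 100% = unlabeled Bim-BH3 peptide control; higher means more loss of mP so more displacement of Bim peptide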
# * marks the source's active call; other numbers are inactive results; . = no result given. Rows are unselected. Share with any hit: about 2.3%.
SMILES,EBNA-1 inhibitor,Efflux pump mplx,GLD-1 RNA inh,BCLXL inh,Yeast superoxide,Fam108B inh,MEX-5 binding,ZTA DNA inh,MCL1 BIM primary
N=C1/C(=C/c2cccn2Cc2ccc(Cl)cc2)C(=O)N=C2SC=CN12,4.5,-0.1,-1.2,-3.0,109.7,-3.5,-3.0,-2.8,4.0
CCC[N+](C)(C)C(C)C(OC(C)=O)c1ccccc1 (stereo not drawn),-11.4,-0.1,1.2,-17.1,93.2,-1.6,0.1,-25.5,-16.3
CCOC(=O)CC(=O)CSc1nc(-c2ccccc2)cc(-c2ccccc2)c1C#N,7.5,1.2,-9.6,-27.6,97.4,-7.0,1.4,-3.7,-87.8
O=C(CCC1CCCCC1)NNC(=O)NC12CC3CC(CC(C3)C1)C2,-9.4,0.7*,-2.7,-1.3,121.2,-0.7,-0.4,9.9,-1.8
c1ccc(Cn2nnc3c(N4CCC5(CC4)OCCO5)ncnc32)cc1,-3.4,0.2,0.0,5.9,109.9,2.8,0.5,4.9,-1.6
COc1ccccc1N(CC(=O)NCCSCc1ccc(C)cc1)S(=O)(=O)c1ccccc1,-6.3,0.8,0.5,3.5,120.8,-0.5,-2.4,3.2,7.9
Cn1nccc1NC(=O)c1nccnc1C(=O)O,1.4,0.1,-1.4,0.3,95.4,-0.1,-0.5,-5.9,0.6
CC(C)(C)OC(=O)CNC(=O)c1nc[nH]c1C(=O)NCc1ccccc1,-4.6,0.0,4.0,6.8,95.5,-4.6,0.0,-8.5,2.9
CC(C)(C)C(=O)COC(=O)c1ccc(O)cc1,-3.8,0.1,8.3,-7.3,104.5,-0.3,-4.1,-0.9,-5.3
CCN(CC)CCSc1nnc2c3ccccc3n(CCc3ccccc3)c2n1,7.9,-0.2,3.8,3.4,111.7,1.3,-0.7,0.7,6.8
Cc1nc2ccc(NC(=O)Cc3cccc(F)c3)cc2s1,1.8,0.0,-3.9,-1.2,96.2,-1.5,0.7,3.3,-11.2
O=C(CNC(=O)c1cccs1)NCC(=O)OCc1ccccc1Br,7.5,-0.1,-3.4,3.5,96.8,-0.8,0.4,8.8,-1.6
Cc1ccc(C(=O)C=CNNC(=O)c2ccccc2)cc1,-3.8,-0.1,-1.1,2.2,99.4,-2.6,0.9,-14.2,14.2
O=C(NCCN1C(=O)S/C(=C\c2ccc(Cl)c(Cl)c2)C1=O)c1cnccn1,3.7,0.5,-4.0,5.6,105.7,3.8,-1.0,1.6,10.3
O=C(NC1CCCCC1)C1CCN(C(=O)NCc2ccccc2)CC1,-2.7,-0.1,-0.2,1.4,98.0,-0.4,1.0,4.0,1.7
COc1cccc(CNC(=O)CCCCCNC(=O)N2CCn3c2nc2ccccc23)c1,-4.1,0.1,6.9,6.8,88.0,2.0,0.6,-15.2,6.9
NNC(=O)c1sc(-c2ccccc2)cc1N,9.8,-0.2,-10.6,-12.2,101.5,-0.3,-0.6,-5.0,-16.5
COc1ccccc1-n1cnnc1SCC(=O)NC1CCCC1,.,0.0,0.6,-5.2,96.8,.,.,-4.2,5.8
Cc1cccc(NC(=O)C[n+]2ccccc2)c1,-5.1,0.0,-0.5,0.6,92.3,0.3,-1.7,-2.5,-5.7
CCN(CC)CCN(C(=O)c1ccc(C(=O)c2ccccc2)cc1)c1nc2ccc(OC)cc2s1,4.4,-0.1,-3.2,4.0,93.6,-3.0,1.5,-2.7,10.7
CC(=O)Nc1ccc(C(=O)OCC(=O)N(Cc2ccccc2)C(C)(C)C)cc1,-2.2,0.0,-5.9,2.4,92.7,0.2,-2.4,-2.9,3.6
Cc1ccc(NC(=O)NCc2c(C)nn(C)c2C)cc1Cl,-0.7,0.0,-7.1,4.9,94.2,0.5,0.4,-0.9,1.4
O=C(CSc1nnc(COc2ccc(F)cc2)o1)N1CCCCC1,-10.7,-0.4,0.5,0.4,94.6,2.6,0.3,8.1,-4.8
CCCCOC(=O)Nc1ccc(C(N)=O)cc1,-1.9,0.2,-8.5,6.9,98.6,0.1,-1.2,-3.7,2.0
COC(=O)c1sc(-c2ccccc2)cc1NC(=O)c1ccc(OC)cc1,-11.7,0.2,-4.6,2.5,106.4,0.8,1.0,1.3,-8.4
C[C@H]1CCC[C@@]2(O[C@H](CCO)C[C@@H](O)[C@@H]2O)O1,14.3,-0.2,8.0,3.4,97.3,-0.2,-1.2,11.0,-6.7
O=C(c1ccc(=O)[nH]c1)N1CCN(S(=O)(=O)c2ccccc2)CC1,5.5,0.1,3.9,-0.3,104.1,2.1,-1.5,7.0,2.8
CCn1c(SC(C)C)nnc1-c1cc(-c2ccccc2)sc1N,-7.6,0.0,3.5,3.5,106.3,3.6,0.4,-6.5,-1.6
Cc1ccc(C(=O)/C=C/Nc2ccc([N+](=O)[O-])cc2Br)cc1,-13.3,0.1,-2.1,1.2,95.4,-1.6,-1.9,1.7,3.4
CN(C)S(=O)(=O)c1cccc(C(=O)Nc2cccnc2)c1,-14.9,0.1,-0.3,0.1,104.1,0.1,-0.5,-3.5,1.5
Cc1noc(C)c1S(=O)(=O)N(CC(=O)O)c1ccc2c(c1)OCO2,-6.7,0.0,8.5,7.8,99.4,-2.9,-1.8,-1.2,16.0
Cc1ccc(C)c(S(=O)(=O)Nc2cc(C)on2)c1,-10.9,-0.7,2.5,-0.9,89.4,0.1,-0.9,-0.8,1.6
O=C1CN(S(=O)(=O)c2ccc(Cl)cc2C(F)(F)F)CCN1,1.8,-0.3,-2.9,2.7,83.6,-1.5,0.7,3.2,9.9
CSc1nc2[nH]c3c(c2c2nnnn12)CCCC3,-2.5,-0.1,0.0,4.4,92.8,5.1,-0.7,-14.1,9.0
Cc1ccc(CN2Cc3cccc4c3[C@@H](CC2=O)[C@H](O)[C@H](O)C4)cc1,.,-0.4,-1.2,-1.0,98.1,.,.,-0.9,-2.1
COC(=O)[C@@H]1CC[C@H](C)[C@@H](c2ccc(C)cc2)N1C(=O)c1ccc(/C=N/O[C@@H](C)CN2CCCCc3nc(C)c(C)cc32)cc1,0.7,.,4.5,5.9,.,5.2,0.5,-11.8,8.4
O=C1CSCN1c1ccc(Cl)cc1,14.1,0.0,5.5,4.1,101.0,0.8,-0.3,7.8,2.9
COc1ccc(CCNC(=O)c2ccc(COc3ccccc3OC)o2)cc1,9.6,0.1,-2.4,8.2,124.5,-3.0,1.4,11.3,8.2
Cc1cc(NC(=O)CSCC(=O)Nc2ccc(C)c(C)c2)no1,.,0.1,2.4,-1.2,103.2,.,.,16.1,-2.4
O=C(c1ccc(-c2ccccc2)cc1)N1CCN(c2ccccc2)CC1,-2.4,0.0,3.2,7.0,95.0,-1.5,2.0,6.1,-1.7
Cc1cc(C(=O)CSc2n[nH]c(N)n2)c(C)n1C1CC1,-5.8,-0.2,-3.4,3.1,109.6,-0.1,1.1,-0.1,13.2
COc1ccc2nc(N/C(N)=N/C(=S)Nc3ccc(C)c(C)c3)nc(C)c2c1,0.1,0.0,-1.2,5.4,97.8,3.2,-2.8,-14.6,4.0
CC(c1ccccc1)n1c(-c2ccc(Cl)cc2)n[nH]c1=S (stereo not drawn),7.3,-0.1,4.9,-5.3,98.5,3.4,3.2,9.9,-5.0
CC(C)c1nc(SCC(=O)c2c[nH]c3ccccc23)n[nH]1,8.9,0.1,4.7,4.9,98.5,3.3,-0.9,-6.5,1.4
CC(COc1ccccc1)N1CCC(CO)(Cc2ccccc2)CC1 (stereo not drawn),3.5,0.0,-2.7,1.8,97.9,1.7,4.9,19.3,0.0
CN(C)S(=O)(=O)N1CCc2ccccc2C1,7.7,0.0,0.3,0.8,99.6,-2.0,1.7,-12.1,3.1
O=C(CCSCCC(=O)NCCN1CCOCC1)NCCN1CCOCC1,0.2,0.1,3.0,4.6,95.6,2.3,-3.8,4.0,3.0
CC(=O)C1=NN(c2ccccc2)C(c2ccc3c(c2)OCO3)N1c1ccccc1 (stereo not drawn),-5.4,0.0,-3.4,-11.5,99.4,2.6,-0.4,-7.7,-15.6

# An excerpt from further up:
SMILES,EBNA-1 inhibitor,Efflux pump mplx,GLD-1 RNA inh,BCLXL inh,Yeast superoxide,Fam108B inh,MEX-5 binding,ZTA DNA inh,MCL1 BIM primary
O=C1CSCN1c1ccc(Cl)cc1,14.1,0.0,5.5,4.1,101.0,0.8,-0.3,7.8,2.9
COc1ccc(CCNC(=O)c2ccc(COc3ccccc3OC)o2)cc1,9.6,0.1,-2.4,8.2,124.5,-3.0,1.4,11.3,8.2

# (more compounds)
SMILES,EBNA-1 inhibitor,Efflux pump mplx,GLD-1 RNA inh,BCLXL inh,Yeast superoxide,Fam108B inh,MEX-5 binding,ZTA DNA inh,MCL1 BIM primary
CCc1ccc(S(=O)(=O)c2nnn3c2nc(N2CCOCC2)c2ccccc23)cc1,-3.6,0.0,3.2,4.1,96.9,4.4,-1.7,6.6,5.8
O=C(CC1C(=O)NCCN1Cc1ccoc1)NCCCn1ncc2ccccc21 (stereo not drawn),1.7,-0.2,3.5,2.9,94.6,0.5,-0.9,-7.6,1.3
COc1ccc(/C=N/n2cncn2)cc1CSc1ccccn1,-1.4,-0.1,-3.2,7.1,91.9,-0.2,2.0,4.3,12.2
CCOC(=O)CNC(=O)CSc1ncnc2c1nnn2-c1ccc(F)cc1,3.9,0.0,4.3,3.2,100.9,-7.4,1.3,-1.5,-4.4
Cc1ccc(N(C(=O)c2ccccn2)C(C(=O)NC2CCCCC2)c2ccncc2)cc1 (stereo not drawn),17.3,-0.1,-8.1,-4.7,97.0,5.9,1.7,6.4,-5.2
COc1ccc(NCc2nnc(SCC(=O)N3CCCc4ccccc43)n2C)cc1,0.2,-0.3,5.3,0.3,107.0,1.1,1.3,3.1,-6.5
COc1ccccc1NC(=O)CCSc1ccc(C)cc1,1.6,0.0,3.5,5.9,83.9,-1.2,-3.9,-3.0,9.0
CCOC(=O)c1c(NC(=S)N2CCCCC2)sc2c1CCN(C(=O)OCC)C2,1.2,0.1,-0.3,3.3,97.0,-1.2,1.3,7.6,3.9
O=C(O)[C@@H]1CCCN1S(=O)(=O)c1cccc2cccnc12,-4.4,-0.1,-0.4,8.8,100.9,2.1,.,-25.2,12.9
NC(=O)COC(=O)c1c2c(nc3ccccc13)CCCC2,8.8,-0.1,-1.6,-2.9,100.8,-0.6,2.1,12.9,-5.4
COC(=O)[C@@H]1C[C@H]2CC[C@H](O)C[C@H]2N1Cc1ccccc1OS(=O)(=O)c1ccc(C)cc1,-14.1,.,-8.1,-1.1,.,-2.2,4.6,15.3,-5.8
CCN(CC)CCNC(=O)CN1C(=O)COc2ccc(S(=O)(=O)N3CCOCC3)cc21,5.8,0.0,-1.4,-0.2,106.4,-3.2,-1.9,9.6,7.9
COc1ccc(C(=O)NC(=S)Nc2nc(C)c(C(=O)N(C)C)s2)cc1,12.3,0.1,3.1,14.5,105.7,7.8,-0.7,0.4,13.4
Cc1ccc(N2C(=O)C3CCCN3C2=S)cc1Cl (stereo not drawn),-7.0,0.1,-3.2,-2.5,95.2,-0.5,-0.4,3.8,-3.6
CCOC(=O)c1[nH]c2ccc(Cl)cc2c1NC(=O)c1nonc1C,4.1,-0.1,9.6,0.3,92.6,-1.2,-2.3,6.2,-6.5
Cc1ccc2[nH]c3c(c2c1)CN(C(=O)CN1CCCCC1)CC3,-2.8,0.0,14.4,8.9,90.3,1.5,-6.4,0.6,9.7
Nc1c(C(=O)NCc2ccccc2)c2nc3ccccc3nc2n1-c1ccc2c(c1)OCO2,3.8,-0.5,16.4,17.4,107.8,3.6,-1.8,7.2,14.8
CSc1ccc(/C=C/C(=O)OCC(=O)N2CCc3ccccc32)cc1,.,0.1,-2.6,0.1,94.3,.,.,-5.8,-6.8
COc1ccc(CCNC(=O)[C@H](C)N2C(=O)N3CCc4c([nH]c5ccccc45)[C@@]3(C)C2=O)cc1,6.8,-0.1,1.1,3.9,101.2,0.4,0.7,-1.4,3.2
